TAAR1 agonist – human TAAR1 agonists, primary screen, Fluo-8 calcium fluorescence, CHO RD-HGA16 cells. vehicle wells 0%, saturating PEA agonist 100%. activation, % at 3 µM. 360,000 tested, 0.99% active;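 active = activation above the mean activation of all test compounds in the run plus 3 SD, cut at about 38% in these data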
Target sequence (Q96RJ0 whole entry, looked up): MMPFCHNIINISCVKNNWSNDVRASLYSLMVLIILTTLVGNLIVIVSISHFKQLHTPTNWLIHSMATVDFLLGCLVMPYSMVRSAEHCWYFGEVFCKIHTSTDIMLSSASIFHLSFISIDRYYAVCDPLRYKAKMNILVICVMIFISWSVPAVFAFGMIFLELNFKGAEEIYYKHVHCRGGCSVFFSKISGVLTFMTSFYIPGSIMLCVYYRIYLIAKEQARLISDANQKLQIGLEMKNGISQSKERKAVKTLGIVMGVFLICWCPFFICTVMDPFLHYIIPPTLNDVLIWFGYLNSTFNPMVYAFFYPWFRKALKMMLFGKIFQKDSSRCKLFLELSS
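System: CHO RD-HGA16 cells carrying human TAAR1 plus Gα16; Incubation: 17-24 h seeding, 75 min 37 °C dye, 30 min RT; Measured by: Fluo-8 fluorescence, 5 s baseline then 140 s kinetic read; Control set: DMSO and PEA EC100; Replication: single well for each compound.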
CHRM4 agonist – human M4 muscarinic receptor agonists, primary screen, CHO-K1 cells, Fluo-8 calcium fluorescence; activation, % at 3 µM; AID 624127, 2012; CHO-K1 hM4/Gqi5; vehicle 0%, full acetylcholine response 100%; 360,000 tested, 0.14% active;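 active = activation above the run mean over all test wells plus 3 SD, cut at about 32% in these data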;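 also: peak over basal fluorescence ratio per well then scaled between controls; 0% = DMSO wells and 100% = acetylcholine at EC100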
CHRM4 antagonist – human M4 muscarinic receptor antagonists, primary screen, CHO cells, Fluo-8 calcium fluorescence. CHO-hM4 cells, ACh EC80. Muscarinic acetylcholine receptor M4 (Homo sapiens), P08173. inhibition, % at 3 µM. 360,000 tested, 0.73% active;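 active = inhibition above its plate's cutoff, the mean inhibition of sample wells plus 3 SD, cut at about 27% in these data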;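 also: 0% = acetylcholine EC80 with DMSO and 100% = DMSO without agonist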
M1 PAM – human M1 muscarinic receptor positive allosteric modulators, primary screen, CHO-K1 cells, Fluo-8 calcium fluorescence, 1536-well. Muscarinic acetylcholine receptor M1 (Homo sapiens), P11229. CHO-K1 hM1, ACh EC20; 0% = ACh EC20, 100% = maximal ACh. activation, % at 3 µM. 360,000 tested, 0.088% active; in the data active = activation above about 19%, passing the limit was not always enough
CHRM5 antagonist – human M5 muscarinic receptor antagonists, primary screen, CHO cells, Fluo-8 calcium fluorescence; Muscarinic acetylcholine receptor M5 (Homo sapiens), P08912; CHO-hM5 cells, ACh EC80; inhibition, % at 3 µM; 360,000 tested, 0.59% active; AID 624040, 2012;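 active = inhibition above a per-plate cutoff, the mean of that plate's test compounds plus 3 SD, cut at about 27% in these data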;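 also: 0% = acetylcholine EC80 with DMSO and 100% = DMSO without agonist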
Target sequence (P08912 whole entry, looked up): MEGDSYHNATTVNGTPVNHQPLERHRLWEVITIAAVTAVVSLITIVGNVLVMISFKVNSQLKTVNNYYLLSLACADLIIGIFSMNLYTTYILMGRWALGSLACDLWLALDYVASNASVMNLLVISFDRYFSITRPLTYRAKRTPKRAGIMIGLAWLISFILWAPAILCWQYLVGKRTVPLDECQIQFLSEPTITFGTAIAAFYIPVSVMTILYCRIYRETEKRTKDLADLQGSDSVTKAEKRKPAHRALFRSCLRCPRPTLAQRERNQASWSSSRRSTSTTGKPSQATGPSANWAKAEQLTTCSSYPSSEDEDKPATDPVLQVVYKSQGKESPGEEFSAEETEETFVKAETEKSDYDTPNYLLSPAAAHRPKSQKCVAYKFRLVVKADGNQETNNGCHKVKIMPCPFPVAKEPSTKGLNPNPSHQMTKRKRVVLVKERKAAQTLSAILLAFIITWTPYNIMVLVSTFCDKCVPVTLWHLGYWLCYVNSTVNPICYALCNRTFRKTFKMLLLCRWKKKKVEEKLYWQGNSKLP
M1 ag – human M1 muscarinic receptor agonists, primary screen, Fluo-8 calcium fluorescence, CHO-K1 cells, HTS | Muscarinic acetylcholine receptor M1 (Homo sapiens), P11229 | CHO-K1 hM1, agonist mode; 0% DMSO, 100% acetylcholine EC100 | activation, % at 3 µM | 360,000 tested, 0.33% active;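 active = activation above the run's mean compound activation plus 3 SD, cut at about 16% in these data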;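 also: peak over basal fluorescence ratio within a 140 s kinetic read after compound addition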
CHRM5 PAM – human M5 muscarinic receptor positive allosteric modulators, primary screen, CHO-K1 cells, Fluo-8 calcium fluorescence; CHO-K1 hM5, ACh EC20 PAM; 0% = ACh EC20, 100% = ACh EC100; Muscarinic acetylcholine receptor M5 (Homo sapiens), P08912; 360,000 tested, 0.3% active; activation, % at 3 µM;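 active = activation above the run cutoff, the mean activation of all test compounds plus 3 SD, cut at about 18% in these data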
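Assay system: CHO-K1 hM5 cells. Also added: acetylcholine at EC20 concentration, added after compound. Dosing: 3 µM, single dose. Times: compound preincubation 140 s before EC20 acetylcholine addition. Signal: Fluo-8 calcium fluorescence. Measure: % activation relative to EC20 and EC100 ACh responses. Repeats: singlicate, one well per test compound.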
M5 ag – human M5 muscarinic receptor agonists, primary screen, CHO-K1 cells, Fluo-8 calcium fluorescence | Muscarinic acetylcholine receptor M5 (Homo sapiens), P08912 | CHO-K1 hM5 cells; 0% DMSO wells, 100% maximal acetylcholine response | activation, % at 3 µM | 360,000 tested, 0.19% active | AID 624037, 2012;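 active = activation above the run's mean over test compounds plus 3 SD, cut at about 23% in these data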;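 also: signal is peak over basal fluorescence ratio across the kinetic read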
M1 antag – human M1 muscarinic receptor antagonists, primary screen, CHO-K1 cells, Fluo-8 calcium fluorescence, 1536-well. Muscarinic acetylcholine receptor M1 (Homo sapiens), P11229. CHO-K1 hM1, ACh EC80 antagonist. inhibition, % at 3 µM. 360,000 tested, 1.3% active. AID 588852, 2011;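 active = percent inhibition above its own plate's cutoff, namely the mean of that plate's compound wells plus 3 SD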;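 also: peak over basal fluorescence ratio during 140 s after agonist addition; 0% = ACh EC80 plus DMSO and 100% = DMSO alone without agonist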
An asterisk follows results filed as active; . = no result given; & = joins results of further samples. An excerpt; the hit share may differ from the screen's.

SMILES	TAAR1 agonist	CHRM4 agonist	CHRM4 antagonist	M1 PAM	CHRM5 antagonist	M1 ag	CHRM5 PAM	M5 ag	M1 antag
CC(C)C[C@H]1CNC(=O)C(=O)N1C[C@H]1CCCN1C[C@H](CC(C)C)N1C[C@H](CC(C)C)N(CCc2ccccc2)C(=O)C1=O	1	0	1	.	3	.	3	-1	.
CN(CC(=O)NC1CC1)S(=O)(=O)c1ccc(F)cc1	0	0	2	-1	10	-3	1	3	12
CCOC(=O)c1cnn2c(C)cc(-c3ccc(F)cc3)nc12	0	0	5	5	-9	-3	-1	-2	-5
C=CCN1C(=O)C(Cc2ccc(OC)cc2)S/C1=N/N=C/c1ccco1 (stereo unspecified)	4	3	1	-9	8	-7	-8	1	12
O=C(c1cc2cc(Cl)ccc2[nH]1)N1CCCCC1	6	2	0	7	12	1	3	2	4
O=C(NCc1ccccc1Cl)c1cccc(NC2=NC3CS(=O)(=O)CC3S2)c1 (stereo unspecified)	0	17	-6	-5	8	-2	-9	5	14
Cc1ccc(SCc2cc(=O)[nH]c(N3CCOCC3)n2)cc1	5	-1	-1	4	-5	-3	-2	-6	-6
O=C(O)c1c(C(=O)N2N=C3/C(=C/c4ccccc4)CCCC3C2c2ccccc2)cccc1[N+](=O)[O-] (stereo unspecified)	1	1	-1	9	7	0	2	-1	-6
Cc1nn(-c2ccccc2)c2[nH]c(=O)c(CNCCN3CCOCC3)cc12	12	1	0	2	-5	-6	7	1	-16
Cc1cccc(N(C(=O)C(F)(F)F)C(C(=O)NC2CCCCC2)c2cccs2)c1 (stereo unspecified)	16	-1	-3	-1	2	-4	-7	-3	-30
CCN(CC)Cc1cc(NC2=NS(=O)(=O)c3ccccc32)ccc1OC(=O)C(C)C	2	0	0	10	-2	-3	10	-10	-14
Cc1cnc(C(=O)OCC(=O)Nc2ccc(Cl)cn2)cn1	1	0	8	10	1	-3	3	2	-10
CCCNS(=O)(=O)c1ccc(OCC(=O)N2CCC(C(=O)OCC)CC2)cc1	1	0	19	5	-2	-5	-1	0	2
CC(=O)N(C)c1ccc(OCC(O)CN(c2ccccc2C)S(=O)(=O)c2ccc(C)cc2)cc1 (stereo unspecified)	2	13	-19	-1	-9	-2	-1	-1	-3
COc1ccc(CNCCCn2cnc3c(SC)ncnc32)cc1	0	1	-3	-1	-8	-7	10	-1	-9
COc1ccc(Nc2nc(NN)nc(Nc3ccc(OC)cc3)n2)cc1	2	4	-3	2	5	-4	-4	1	-12
O=C(O)C(Cc1c[nH]c2ccccc12)NS(=O)(=O)c1ccccc1 (stereo unspecified)	0	0	5	-2	4	-2	1	-2	3
COc1ccc(C(C(=O)Nc2ccc(C(C)C)cc2)N(C)C(=O)CNC(C)=O)cc1 (stereo unspecified)	8	2	1	6	9	-1	-6	-4	-5
O=C(CCN1C(=O)c2ccccc2C1=O)Nc1cccnc1	21	1	2	1	-6	0	11	6	6
COC(=O)c1cnc(SCc2ccc(Cl)cc2)n1C	-2	2	-17	-3	-7	-13	-6	-10	-8
Cc1c(NC2(C#N)CCCC2)c(=O)n(-c2ccccc2)n1C	.	0	-8	1	0	-9	-7	-4	0
Cc1cc(-c2ccccc2N)n[nH]1	10	1	0	-2	6	-4	2	-4	5
COc1cc(S(=O)(=O)N2CCN(C(=O)c3ccco3)CC2)ccc1Cl	-1	1	4	2	2	-4	0	-7	-4
Cc1ccccc1NC(=O)c1cn(-c2ccccc2)nc1-c1ccccc1	1	1	-10	-1	12	-6	-10	-2	9

Ordered by value in M1 antag (low to high): some entries from above
SMILES | M1 antag
COc1ccc(Nc2nc(NN)nc(Nc3ccc(OC)cc3)n2)cc1 | -12
COc1ccc(CNCCCn2cnc3c(SC)ncnc32)cc1 | -9
COC(=O)c1cnc(SCc2ccc(Cl)cc2)n1C | -8
COc1ccc(C(C(=O)Nc2ccc(C(C)C)cc2)N(C)C(=O)CNC(C)=O)cc1 (stereo unspecified) | -5
COc1cc(S(=O)(=O)N2CCN(C(=O)c3ccco3)CC2)ccc1Cl | -4
O=C(O)C(Cc1c[nH]c2ccccc12)NS(=O)(=O)c1ccccc1 (stereo unspecified) | 3

Remaining list, next part:
SMILES	TAAR1 agonist	CHRM4 agonist	CHRM4 antagonist	M1 PAM	CHRM5 antagonist	M1 ag	CHRM5 PAM	M5 ag	M1 antag
Cc1cc2c3c(c1C)C1(C(=O)N3C(C)(C)CC2C)C(C#N)=C(N)OC2=C1C(=O)CC(C)(C)C2 (stereo unspecified)	8	1	-2	8	1	1	-9	3	-11
NC(=O)c1cc[n+](Cc2ccccc2Cl)cc1	2	1	6	11	3	-5	0	-2	-26
CC(NC(=O)c1ccc(CS(=O)(=O)c2ccc(Cl)cc2)o1)c1ccc2c(c1)OCCO2 (stereo unspecified)	19	28	18	-17	11	1	-18	6	25
O=C(Nc1nc2c(s1)COc1ccccc1-2)c1cccs1	10	14	-13	0	2	7	-12	9	-11
O=C(OCC#CCSc1nc2ccccc2s1)c1ccco1	-1	1	5	0	2	-6	-6	-4	-6
COc1cccc(-n2c(=O)[nH]cc(C(=O)Nc3ccc(NC(C)=O)cc3)c2=O)c1	0	-1	1	10	1	-3	-3	3	-12
O=C(/C=C/c1ccc(-c2ccccc2[N+](=O)[O-])o1)c1ccc(Br)cc1	0	1	1	-1	1	-4	3	1	2
c1ccc(Cn2c(-c3ccccc3)c[n+]3c2SCCC3)cc1	9	0	97*	-25	96*	-9	-28	-18	98*
CC1CN(CC(=O)c2c(N)n(Cc3ccccc3)c(=O)n(C)c2=O)CC(C)O1 (stereo unspecified)	9	0	4	-2	3	-9	-4	0	5
Cc1c(C(=O)NCc2ccccc2F)oc2ccccc12	-3	-1	0	-2	6	-3	-5	-5	8
C=CCC(C#Cc1ccccc1)[N+](C)(C)CC=C (stereo unspecified)	1	0	4	4	2	-10	1	-7	-48
C=CCn1c(SCC(=O)N(CCOC)c2c(N)n(CCCC)c(=O)[nH]c2=O)nnc1-c1ccc(Cl)cc1	1	1	-5	9	8	-3	-1	2	-23
Cc1nn(C(C)C)c(C)c1CN1CCCC(C(=O)c2cccc(OC(C)C)c2)C1 (stereo unspecified)	2	5	11	-29	3	-10	6	-9	37*
CCN(CC)CCN1C(=O)C(=O)/C(=C(/O)c2c(C)[nH]c(C(=O)OC)c2C)C1c1cccs1 (stereo unspecified)	3	2	-8	7	1	-6	-2	-4	-6
Nc1nc2ccc(Cl)cc2cc1C(=O)NCc1ccc(Oc2ccccc2)cc1	.	9	15	.	23	.	-17	6	.
O=C(NNC(=O)c1cnccc1C(F)(F)F)c1cccc(Cl)c1	4	1	-3	18	2	1	3	0	-24
CC(=O)N1CCOc2ccc(S(=O)(=O)NCC3CCC(C(=O)NCCC(C)C)CC3)cc21 (stereo unspecified)	4	3	3	21	-3	0	4	-5	-20
COC(=O)c1cccc(NS(C)(=O)=O)c1	2	11	-5	-1	17	-2	-15	0	0
O=C1C2CC=CCC2C(=O)N1n1cnnc1 (stereo unspecified)	10	0	5	9	5	-3	5	-3	-3
CC(=O)NC(CCS(C)(=O)=O)C(=O)Nc1cc(C)ccc1C (stereo unspecified)	1	0	-12	7	0	0	1	1	-13
Cc1cccn2c1nc(=S)n2C(=O)c1ccco1	1	0	-6	0	8	-3	-1	-4	-3
CC(C)c1ccc(CNCCCSc2ncccn2)cc1	3	1	5	-7	-2	-9	-3	-9	-5
CCOC(=O)c1sc(=S)n(-c2ccc(C)cc2)c1N	1	1	-22	-5	3	-7	-2	-14	4
C=CCNC(=O)/C(C#N)=C/c1ccccc1OCc1ccc(C(=O)OC)cc1	5	7	-5	0	5	-8	-8	-1	0

CHRM4 antagonist: hit marks shown above.
| molecule | CHRM4 agonist | CHRM4 antagonist | M1 PAM | CHRM5 antagonist | M1 ag | CHRM5 PAM | M5 ag | M1 antag |
| --- | --- | --- | --- | --- | --- | --- | --- | --- |
| c1ccc(Cn2c(-c3ccccc3)c[n+]3c2SCCC3)cc1 | 0 | 97* | -25 | 96* | -9 | -28 | -18 | 98* |

(list continues)
SMILES	TAAR1 agonist	CHRM4 agonist	CHRM4 antagonist	M1 PAM	CHRM5 antagonist	M1 ag	CHRM5 PAM	M5 ag	M1 antag
c1ccc2c(c1)nnn2Cn1nnc2ccccc21	2	1	-1	-2	8	-7	2	-4	-1
C=CCN1CC(C)/C(=N\O)CC1C (stereo unspecified)	1	.	4	2	-5	-4	4	4	-3
CCNC(=O)COC(=O)/C=C/c1cccc([N+](=O)[O-])c1	1	0	13	2	5	-7	-3	-2	1
Cc1cc(=O)oc2cc(NC(=O)c3cc(F)ccc3F)ccc12	3	0	4	2	-3	0	-1	4	4
COc1ccc(NC(=O)N2CCCC2C(=O)NCC2CCCCC2)cc1 (stereo unspecified)	0	1	14	-4	15	-5	0	-1	14
O=C(CN1C(=O)NC2(CCCCCCC2)C1=O)NCc1ccccc1Cl	5	2	-4	9	8	-3	-4	0	-12
CCC(=O)Nc1ccc(/C=C(\C(C)=O)C(=O)c2ccccc2)cc1	2	2	4	2	13	-4	6	-1	-6
CCc1ccc(C(=O)NCc2cccs2)s1	21	-1	-2	4	0	-6	4	-1	-8
O=C(NCc1ccc(N2CCCC2=O)cc1)c1cc(COc2c(F)cccc2F)on1	1	13	-1	4	9	-1	-5	-1	-5
Cc1c(Cl)cccc1NC(=S)N(Cc1cccs1)C1CCCC1	-2	0	3	-2	13	-4	-1	1	13
CC(C)[C@@H](C(=O)NC1CC1)N1C(=O)N2CCc3c([nH]c4ccccc34)[C@@]2(C)C1=O	4	1	-10	0	-1	0	0	5	-6
CC(=O)c1ccccc1NS(=O)(=O)c1c(C)nn(-c2ccccc2)c1C	7	3	7	-13	-7	-6	-5	-8	8
O=[N+]([O-])c1cc(Cl)ccc1N1CCN(c2ccccc2O)CC1	3	8	3	-10	14	-2	-7	2	10
N#CC1=C(SCC(=O)c2ccc(Cl)cc2)NC2=C(C(=O)CCC2)C1c1ccco1 (stereo unspecified)	10	3	2	-2	10	-3	1	-6	-26
Cc1cc(=O)n2[nH]nnc2n1	5	0	3	5	10	-1	-3	-2	-4
COc1ccc([C@@H]2C[C@H]3CN(Cc4ccccc4OC)C(=O)[C@]34CCCN24)cc1C	0	1	-3	-9	2	-12	-2	-8	0
CN(c1ccc([N+](=O)[O-])cc1C(N)=O)C1CCCCC1	6	0	7	1	6	-4	3	1	2
C=CCSc1nc2sc3c(c2c(=O)n1-c1ccc(C)cc1)CCN(C)C3	2	2	7	-8	-3	-10	-4	-5	11
O=C1SC(SC(=Nc2ccccc2)Nc2ccccc2)C(=O)N1c1ccccc1 (stereo unspecified)	2	4&3	-6&-3	1&9	13&-1	-2&-8	0&-3	1&1	-4&-5

Bioassay records deposited in PubChem BioAssay by The Scripps Research Institute Molecular Screening Center.
